CFTR F508del cor: CFTR F508del correction in bronchial cells. CFBE cells, YFP halide quenching; stimulated with forskolin plus potentiator P3; % fluorescence drop versus neutral controls. activity (quench increase), % at 7.58 µM. hit rate 0.36% among 350,000. AID 720511;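 active = mean added fluorescence quench of at least 8% versus neutral control, with both replicates also reaching 8%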;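 note: cells transiently co-express mutant CFTR-F508del with the halide-sensitive YFP; corrector assay measuring rescue of mutant channel to the surface after 24 h compound exposure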
INS-1E GSIS act: GLuc luminescence reporter in INS-1E cells, primary screen for activators of glucose-dependent secretion of insulin | AID 743287 | hit rate 0.61% among 370,000 | activation, % at 16.6 µM | INS-1E GLuc reporter insulin secretion, 2-3 h;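 active = lowest replicate activation of at least 40%, so every replicate reaches that level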;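 note: 0% = median of neutral control wells and 100% = median of IBMX positive control wells; some compounds called inactive have numbers as strong as hits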
ARNT TACC3 PPI: ARNT/TACC3 interaction disruption. AlphaScreen His-ARNT PAS-B/GST-TACC3 binding, luminescence; TACC3 fragment carries E629A point mutation. inhibition, % at 9.99 µM. hit rate 0.66% among 390,000. AID 623870;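 active = mean inhibition of replicates at least 50% and at least half of replicates each reaching 50%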;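 note: 0% = complete ARNT plus TACC3 wells and 100% = ARNT alone without TACC3; many hits fall short of the cut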
ERp5 block: ERp5 (human) disulfide isomerase inhibition; ERp5 insulin aggregation, absorbance 650 nm, 90 min; inhibition, % at 9.99 µM; hit rate 0.05% among 350,000; AID 651711;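 active = mean replicate inhibition above about 25%, with every replicate also reaching it, limit read from the data, passing the limit was not always enough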
Target sequence (Q15084 whole entry, looked up): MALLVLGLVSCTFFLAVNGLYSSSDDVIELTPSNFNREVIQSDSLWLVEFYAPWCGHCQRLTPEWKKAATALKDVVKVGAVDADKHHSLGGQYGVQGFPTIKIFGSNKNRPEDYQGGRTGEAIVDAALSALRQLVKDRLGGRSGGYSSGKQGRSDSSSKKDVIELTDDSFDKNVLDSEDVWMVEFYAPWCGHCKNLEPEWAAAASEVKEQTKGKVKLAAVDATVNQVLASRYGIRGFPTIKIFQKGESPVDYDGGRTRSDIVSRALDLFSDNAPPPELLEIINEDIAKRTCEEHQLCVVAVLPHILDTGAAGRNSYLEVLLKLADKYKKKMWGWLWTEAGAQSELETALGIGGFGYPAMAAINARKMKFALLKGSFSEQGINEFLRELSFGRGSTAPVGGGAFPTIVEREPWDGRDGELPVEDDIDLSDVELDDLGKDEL
XiGFP reactiv: activators of X-chromosome reactivation in mouse fibroblasts | activation, % at 7.58 µM | XiGFP mouse fibroblasts, % GFP-positive cells imaging, 3 d; cells co-treated with 5-aza-dC sensitizer; scaled so ellipticine positive control = 100% | hit rate 0.055% among 360,000;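 active = mean normalized replicate activation at least 10% and every replicate at or above 10%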;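 note: 0% = median of on-plate neutral control wells and 100% = ellipticine 6 µM median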
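Material: XiGFP fibroblasts, SV40-immortalized; Buffer or medium: DMEM containing 5-aza-dC; Compound dosing: single point; Times: 3 days compound exposure.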
EWS-Fli block: blocks EWS/Fli oncoprotein-driven transcription; A673 NR0B1-luciferase reporter, viability-normalised; inhibition, % at 12.6 µM; hit rate 0.67% among 350,000;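 active = mean inhibition of at least 50% after viability correction, with every replicate also passing that limit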;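 note: firefly luciferase signal divided by Alamar Blue viability fluorescence both relative to DMSO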
Active calls of the source: *; · = not tested or not shown; & = joins results of further samples. Some of the compounds tested, so the mix of outcomes need not match the whole.

item | SMILES | CFTR F508del cor | INS-1E GSIS act | ARNT TACC3 PPI | ERp5 block | XiGFP reactiv | EWS-Fli block
1 | CCCCn1c(O)c(C(CC)=NCc2ccco2)c(=O)[nH]c1=O | · | 23 | 2 | · | · | ·
2 | Cc1c(C(=O)N2CCC3(CC2)OCCO3)oc2ccccc12 | · | 18 | 3 | · | · | ·
3 | CCOc1ccccc1N=C1SCCCN1C | · | -3 | -14 | · | · | ·
4 | CN1CCc2c(c(N3CCCCC3)nc3n[nH]c(N)c23)C1 | · | -9 | -5 | · | · | ·
5 | CC(=NC(C)c1ccccc1)c1c(O)[nH]c(=O)[nH]c1=O (stereo unspecified) | · | 104* | 0 | · | · | ·
6 | Cc1ccc2c(c1)C1CN(C)CCC1N2C(=O)c1ccc(Br)o1 (stereo unspecified) | · | -6 | 2 | · | · | ·
7 | CN(C)c1ccc(CN2CC=C(c3ccc(F)cc3)CC2)cc1 | · | -33 | 17 | · | · | ·
8 | Cc1ccc(-n2c(O)c(C=Nc3ccccc3N)c(=O)[nH]c2=O)cc1C | · | 5 | 3 | · | · | ·
9 | COC(=O)CN1C(=O)C2(C(C(=O)OC)=C(N)Oc3ccccc32)C2=C1CC(C)(C)CC2=O (stereo unspecified) | · | 3 | -2 | · | · | ·
10 | O=C(Cn1ncc2c3ccccc3n(Cc3ccccc3F)c2c1=O)N1CCC2(CC1)OCCO2 | · | -20 | -10 | · | · | ·
11 | COc1ccc(C(CC(=O)N2CCC3(CC2)OCCO3)NS(=O)(=O)c2ccc(C)cc2)cc1 (stereo unspecified) | · | -14 | -3 | · | · | ·
12 | Cc1cccc(N2CCN(CCc3ccccc3)CC2)c1C | · | -13 | 0 | · | · | ·
13 | CCCCn1c(O)c(C(CC)=NCc2cc(OC)cc(OC)c2)c(=O)[nH]c1=O | · | -17 | -5 | · | · | ·
14 | N#Cc1ccccc1Cn1cc(C(=O)c2ccccc2F)c2ccccc21 | · | 22 | 9 | · | · | ·
15 | CCCCOc1ccc(CN2CCN(CCO)CC2)cc1 | · | 17 | -9 | · | · | ·
16 | COc1ccccc1CN1CCCCC1c1cccnc1 (stereo unspecified) | · | 11 | 1 | · | · | ·
17 | Cc1ccc(C)c(C2(O)CC(C)N(C)CC2C)c1 (stereo unspecified) | · | -17 | -1 | · | · | ·
18 | CC(C)C/C(=N/O)c1c[nH]c2ccccc12 | · | -19 | 14 | · | · | ·
19 | Cc1ccccc1-n1c(O)c(C=Nc2ccc3c(c2)OCO3)c(=O)[nH]c1=O | · | -8 | 5 | · | · | ·
20 | O=C(c1ccco1)c1cn(Cc2ccccc2)c2ccccc12 | · | -14 | -2 | · | · | ·
21 | O=C(C1CC(c2ccccc2O)=NO1)N1CCC2(CC1)OCCO2 (stereo unspecified) | · | 4 | 8 | · | · | ·
22 | CCOC(=O)c1c(C)[nH]c(C(=O)C(Cc2ccccc2)N(C)C)c1C (stereo unspecified) | · | -7 | -1 | · | · | ·
23 | O=C(NCc1cccnc1)NC1CCCCC1 | · | 10 | -30 | · | · | ·
24 | O=C(NC1CC1)C1CSC(c2cccnc2)=N1 (stereo unspecified) | · | 11 | -6 | · | · | ·
25 | CC(=O)N1CCC2(CC1)CC(=O)c1cc(OCC(=O)N3CCN(C)CC3)ccc1O2 | · | -3 | -1 | · | · | ·
26 | COc1ccc(CC(=O)N2CCN(C)CC2)cc1 | · | 14 | 17 | · | · | ·
27 | CNC(C(=O)c1ccccc1)C(OC(C)C)c1ccc(Cl)cc1 (stereo unspecified) | · | -28 | 1 | · | · | ·
28 | O=C(CCc1nc(-c2ccccc2F)no1)N1CCC2(CC1)OCCO2 | · | -3 | 2 | · | · | ·
29 | CCC(=NCc1cc(OC)cc(OC)c1)c1c(O)n(C)c(=O)n(C)c1=O | · | -16 | 14 | · | · | ·
30 | O=C(c1ccccc1F)c1cn(CC(=O)N2CCCCC2)c2ccccc12 | · | 5 | -5 | · | · | ·
31 | CCOP(=O)(C#CC(C)(C)C)C(O)(c1ccccc1)C(F)(F)F (stereo unspecified) | · | -23 | -1 | · | · | ·
32 | CNC(=O)Oc1ccc2c(c1)C(=O)c1ccccc1CO2 | · | 5 | -10 | · | · | ·
33 | O=c1[nH]c(=S)n(-c2ccccc2F)c(O)c1C=NCc1ccco1 | · | 10 | -3 | · | · | ·
34 | CC(=O)C1(c2ccccc2)CCNCC1 | · | 8 | -3 | · | · | ·
35 | O=C(COc1ccc(Cl)cc1Cl)N1CCN(C/C=C/c2ccccc2)CC1 | · | -21 | -36 | · | · | ·
36 | CN1C(=O)NC(=O)C2(Cc3ccccc3N3CCOCC32)C1=O (stereo unspecified) | · | 8 | -3 | · | · | ·
37 | Cc1cccc2c1N(N=O)CCC2 | · | -4 | 33 | · | · | ·
38 | CC(C)n1nnnc1CN1CCN(C)CC1 | · | 8 | -32 | · | · | ·
39 | COP(=O)(CC(=O)O)c1ccccc1 (stereo unspecified) | · | -4 | -3 | · | · | ·
40 | CCOC(=O)[C@@]1(C#N)C(c2ccc(Cl)c(Cl)c2)[C@H](C(N)=O)N2C=C(C(C)=O)C=C[C@H]21 (stereo partly specified) | · | -23 | 4 | · | · | ·
41 | O=c1[nH]c(=S)n(C2CC2)c(O)c1/C=N/Nc1cccc2ccccc12 | · | -15 | -58 | · | · | ·
42 | CCCC(C)C1C(C#N)=C(N)Oc2c1c(=O)oc1ccccc21 (stereo unspecified) | · | -19 | -3 | · | · | ·
43 | CCOC(=O)C1SC2(C(F)(F)F)CC1(O)c1c(C)cc(C)nc1O2 (stereo unspecified) | · | -8 | -13 | · | · | ·
44 | CC(C)C12CN3CC(C(C)C)(CN(C1)C3c1cccnc1)C2=O (stereo unspecified) | · | -6 | -9 | · | · | ·
45 | C=CCN1C(=O)NC(=O)/C(=C/c2cccn2C)C1=O | · | -7 | -5 | · | · | ·
46 | CC(C)(C)c1nc(NCc2ccc3c(c2)OCO3)c2nnn(Cc3ccccc3Cl)c2n1 | · | 17 | -5 | · | · | ·
47 | Cc1c(N=Cc2c(O)n(Cc3ccco3)c(=O)[nH]c2=O)c(=O)n(-c2ccccc2)n1C | · | 11 | 4 | · | · | ·
48 | Cc1ccc(NP(=O)(Oc2ccccc2F)Oc2ccccc2F)cc1 | · | -29 | -6 | · | · | ·
49 | CCN(CC)CCCC(C)N=C(c1ccccc1)c1c(O)n(C)c(=O)n(C)c1=O (stereo unspecified) | · | -1 | -5 | · | · | ·
50 | CC(C(N)=O)N1CC(c2ccc(Cl)cc2)CC1=O (stereo unspecified) | · | 16 | 6 | · | · | ·
51 | O=C(COc1ccccc1)N1CCN(Cc2c[nH]c3ccccc23)CC1 | · | -10 | -8 | · | · | ·
52 | Cn1c(C(=O)O)c(CC(=O)N2CCN(Cc3ccccc3)CC2)c2ccccc21 | · | 15 | -2 | · | · | ·
53 | Cc1cccn2c(=O)c3c(nc12)N1CCc2ccccc2C1C1(C3)C(=O)NC(=O)N(C)C1=O (stereo unspecified) | · | 1 | 4 | · | · | ·
54 | COc1ccc(CCNCc2ccccn2)cc1OC | · | 14 | 15 | · | · | ·
55 | COc1cccc(-c2cc(C(F)(F)F)n3nc(C(=O)N4CCC5(CC4)OCCO5)cc3n2)c1 | · | 19 | 2 | · | · | ·
56 | O=C1NC(=O)N(C2CCCCC2)C(=O)C1C1c2ccccc2C(=O)N1Cc1ccccc1 (stereo unspecified) | · | -1 | -3 | · | · | ·
57 | O=C(c1cc2c(s1)CCCC2)N1CCC2(CC1)OCCO2 | · | 1 | -7 | · | · | ·
58 | C=CCNC(=O)c1c(N)n(Cc2ccco2)c2nc3ccccc3nc12 | · | -16 | -3 | · | · | ·
59 | O=[N+]([O-])c1ccc(NCCO)c2ncccc12 | · | 18 | -15 | · | · | ·
60 | CCOC(=O)C1=C(N)Oc2ccccc2C12C(=O)N(CC(=O)OC)C(CC(=O)OC)=C2C(=O)OC (stereo unspecified) | · | 0 | -3 | · | · | ·

The listing continues.
item | SMILES | CFTR F508del cor | INS-1E GSIS act | ARNT TACC3 PPI | ERp5 block | XiGFP reactiv | EWS-Fli block
61 | Cc1nn(-c2ccccc2)c(Cl)c1C1C(C#N)=C(N)Oc2c1c(=O)oc1ccccc21 (stereo unspecified) | · | -1 | -1 | · | · | ·
62 | CCn1cc(C(=O)c2cccs2)c2ccccc21 | · | 4 | 0 | · | · | ·
63 | CC(=NCCCn1ccnc1)c1c(O)n(C)c(=O)n(C)c1=O | · | -8 | 8 | · | · | ·
64 | CC(C)N1C(=O)CCC1C(=O)N1CCC2(CC1)OCCO2 (stereo unspecified) | · | 26 | 0 | · | · | ·
65 | CCOC(=O)c1c(NC(NC(=O)CF)C(Cl)(Cl)Cl)sc2c1CCCC2 (stereo unspecified) | · | -30 | -6 | · | · | ·
66 | CCOC(=O)C1=C(C)OC(N)=C(C(=O)OCC)C12C(=O)Nc1ccc(Br)cc12 (stereo unspecified) | · | 14 | -4 | · | · | ·
67 | CCCCn1c(O)c(C(CC)=NCCN2CCOCC2)c(=O)[nH]c1=O | · | 28 | -18 | · | · | ·
68 | CC1CN(O)C2CCc3nonc3C12O (stereo unspecified) | · | 14 | 5 | · | · | ·
69 | OC12Oc3ccccc3C=C1N1CCC2CC1 (stereo unspecified) | · | 8 | 8 | · | · | ·
70 | O=c1[nH]c(=S)[nH]c(O)c1CN1CCCCC1 | · | -3 | 24 | · | · | ·
71 | COc1ccc(-n2c(O)c(/C=C/C=Nc3ccccc3)c(=O)[nH]c2=O)cc1 | · | 3 | -5 | · | · | ·
72 | CN1CCC(N(C)c2ncnc3ccc(Br)cc23)CC1 | · | 11 | -7 | · | · | ·
73 | CC(C)(C)c1ccc(CN2C(=O)CN=C(c3ccccc3)c3ccccc32)cc1 | · | -42 | -3 | · | · | ·
74 | CC(C)C(=O)N1CCN(CCN=Cc2c(O)n(C)c(=O)n(C)c2=O)CC1 | · | -6 | -5 | · | · | ·
75 | CCn1c(=O)cc(SCC(=O)N2CCC3(CC2)OCCO3)c2ccccc21 | · | 5 | -1 | · | · | ·
76 | Fc1ccc(CCNCc2ccccc2Cl)cc1 | · | 1 | -21 | · | · | ·
77 | CCOCCCN=Cc1c(O)n(Cc2ccccc2)c(=O)[nH]c1=O | · | -20 | 2 | · | · | ·
78 | O=P(/C(=N/O)N1CCOCC1)(N1CCOCC1)N1CCOCC1 | · | 21 | -3 | · | · | ·
79 | CN1CCC(N(C)c2nc(-c3ccccc3)nc3ccccc23)CC1 | · | 28 | · | -3 | · | ·
80 | COC(=O)[C@@H]1[C@@H](C(=O)OC)C2(c3ccccc3-c3ccccc32)N(c2ccc(Cl)cc2)N1C#N | · | -3 | · | 6 | · | ·
81 | COC(=O)C1CN(C#N)N(c2ccc(Cl)cc2)C12c1ccccc1-c1ccccc12 (stereo unspecified) | · | -5 | · | -6 | · | ·
82 | C=CCN1[C@@H]2CN(C(C)=O)C[C@H]1C2c1ccc(Br)cc1 (stereo partly specified) | · | 20&11 | · | · | 0.1&0.4 | ·
83 | CN1[C@@H]2CN(S(C)(=O)=O)C[C@H]1C2c1ccc(Br)cc1 (stereo partly specified) | · | -9&6 | · | · | 0.3&0.1 | ·
84 | C[C@H](CO)N1C[C@H](C)[C@@H](CN(C)C(=O)Oc2ccccc2)OCc2ccccc2-c2c(n(C)c3ccccc23)C1=O | · | -33 | · | · | 0.2 | ·
85 | Fc1ccc(CN2CC3NC(C2)C3c2ccc(Br)cc2)cc1 (stereo unspecified) | · | 10 | · | · | 0.2 | ·
86 | CC(=O)N1C[C@@H]2N[C@H](C1)C2c1ccc(Br)cc1 (stereo partly specified) | · | -12&-15 | · | · | 0.2&0.3 | ·
87 | FC(F)(F)CN1C[C@@H]2C(c3ccc(Br)cc3)[C@H](C1)N2CC1CC1 (stereo partly specified) | · | 3 | · | · | 0.5 | ·
88 | CN1C2CN(CC(F)(F)F)CC1C2c1ccc(Br)cc1 (stereo unspecified) | · | 7 | · | · | 0.3 | ·
89 | O=C([C@H]1N[C@H]2c3cccc(=O)n3C[C@H]2[C@@H]1CO)N1CCCCC1 | · | 3 | · | · | 0.2 | ·
90 | O=C(CCNC(=O)N1C[C@H]2C[C@@H](C1)c1cccc(=O)n1C2)Nc1cccc(Cl)c1 | 3.0 | · | -2 | · | · | 0
91 | CN(C)C(=O)Oc1ccc(OC(=O)N(C)C)cc1 | · | 5 | 0 | 2 | · | ·
